All columns: NCI-60 one-dose screen, growth in % after 48 h at 10 µM unless noted; 100 = growth as untreated, 0 = no growth, -100 = all killed.
HCC-2998: HCC-2998 colon cancer; 79,000 compounds, 4.7% hits; AID 1794799
SNB-75: SNB-75 CNS cancer; 79,000 compounds, 5% hits
SF-295: SF-295 CNS cancer cells; 79,000 compounds, 5.6% hits; AID 1794758
U251: U251 CNS tumor cells; AID 1794753; 80,000 compounds, 5.4% hits
PC-3: PC-3 prostate cancer cells | 80,000 compounds, 3.9% hits
SF-539: SF-539 CNS cancer. 81,000 compounds, 6.8% hits
SF-268: SF-268 CNS cancer cells; 82,000 compounds, 3.1% hits; AID 1794759
SNB-19: SNB-19 CNS cancer cells. 81,000 compounds, 2.5% hits. AID 1794751
* hit, by the source's call; nt = no result given; & = joins results of further samples; ! = not confirmed by another sample; [ ] = another dose, or the depositor's remark. Rule for the calls: active = growth percent below 10; inactive = the rest.

SMILES	HCC-2998	SNB-75	SF-295	U251	PC-3	SF-539	SF-268	SNB-19
O=C(O)CCCn1c(=O)c2sc3ncccc3c2n2nnc(-c3ccccc3)c12	115	88	112	109	95	111	112	102
CCN(CC)c1ccc(-c2ccccc2)cc1	110	97	93	118	nt	99	102	108
C=C1c2c(C)nn(-c3ccc(C)cc3)c2N(C)C23C[C@H]1C1(C)c4c(C)nn(-c5ccc(C)cc5)c4N(C)C(C)(C[C@H]12)C3 (stereo partly drawn)	103	68	94	88	68	87	83	104
O=C1/C(=C/c2cnc(-c3ccccc3)s2)SC(=S)N1Cc1ccc2c(c1)OCO2	102	-30*	9.3*	42	98	23	45	17
CC(O)C#CC(C)O (stereo not drawn)	101	108	115	104	102	100	102	100
CCOC(=O)/C(=C\c1ccc2ccccc2c1)P(=O)(OCC)OCC	14	35	60	38	59	29	43	42
COc1cc(/C=C2\CN(C)C(=O)C2=O)ccc1O	104	92	99	99	99	98	100	103
COc1cc2c(cc1OCCCCCn1c(-c3ccc(OCc4ccccc4)cc3)nc3cc(N4CCOCC4)ccc31)N=C[C@@H]1CCCN1C2=O	5.0*	12	7.3*	-24*	nt	11	15	35
CC[C@@](C)(NC(=O)C(C)(C)NC(=O)[C@@H](NC(=O)[C@@H]1CCCN1C(=O)C(C)(C)NC(=O)[C@H](CC(C)C)NC(=O)CNC(=O)C(C)(C)NC(=O)[C@@H](NC(=O)C(C)(C)NC(=O)[C@H](CCC(N)=O)NC(=O)[C@H](C)NC(=O)C(C)(C)NC(=O)[C@H](C)NC(=O)C(C)(C)NC(=O)[C@@H]1CCCN1C(=O)C(C)(C)NC(C)=O)C(C)C)C(C)C)C(=O)N[C@@H](CCC(N)=O)C(=O)N[C@@H](CCC(N)=O)C(=O)N[C@H](CO)Cc1ccccc1	29[4.25 µM]	3.5*[4.25 µM]	87[4.25 µM]	33[4.25 µM]	16[4.25 µM]	29[4.25 µM]	32[4.25 µM]	21[4.25 µM]
Oc1ccccc1/C=N/N=C1c2ccccc2-c2ccccc21	98	86	106	92	80	102	96	97
FC(F)(F)c1nn(-c2ccccc2)c2c1-c1ccccc1CO2	103	84	97	101	102	100	94	101
N#Cc1c(-c2ccccc2)cc(-c2ccccc2)n(CC(=O)NO)c1=O	86	nt	64	53	35	64	53	77
COc1ccc(Cl)cc1NN	101	72	97	85	72	99	90	102
CC(=O)N1N=C(c2ccc(Nc3nc(Nc4ccc(F)cc4)nc(Nc4ccc(Cl)cc4)n3)cc2)CC1c1ccc(Cl)cc1 (stereo not drawn)	97	70	123	95	69	109	124	84
c1ccc2oc(-c3cnc4nonc4n3)cc2c1	120	77	103	103	93	101	100	89
NS(=O)(=O)c1ccc(-n2nccc2-c2cc3ccccc3oc2=O)cc1	107	101	106	100	100	109	94	105
COc1ccc(OC)c(/C=C/c2nnc(Nc3ccccc3)o2)c1	102	82	91	98	94	103	99	97
Cc1ccc(Nc2nnc(-c3c[nH]c4ccccc34)o2)cc1	110	115	100	94	90	93	107	92
Cn1c(N2CCCCC2)nc(-c2ccco2)c(C#N)c1=O	118	98	104	94	109	112	110	109
CC(C)OC(=O)[C@]12CCC(C)(C)C[C@H]1C1=CC[C@@H]3[C@@]4(C)C/C(=C/c5cnc[nH]5)C(=O)C(C)(C)[C@@H]4CC[C@@]3(C)[C@]1(C)CC2	105	103	nt	94	85	96	96	100

The closing two entries of the part before are carried over, then new ones follow.
SMILES	HCC-2998	SNB-75	SF-295	U251	PC-3	SF-539	SF-268	SNB-19
Cn1c(N2CCCCC2)nc(-c2ccco2)c(C#N)c1=O	118	98	104	94	109	112	110	109
CC(C)OC(=O)[C@]12CCC(C)(C)C[C@H]1C1=CC[C@@H]3[C@@]4(C)C/C(=C/c5cnc[nH]5)C(=O)C(C)(C)[C@@H]4CC[C@@]3(C)[C@]1(C)CC2	105	103	nt	94	85	96	96	100
COc1ccc(CN2CCC(N3CCCC3=O)c3cc(OC)ccc32)cc1 (stereo not drawn)	100	102	99	98	95	114	119	97
NC(Cc1ccccc1)S(=O)(=O)O (stereo not drawn)	99	90	97	96	89	99	101	95
COC(=O)[C@]12CC[C@@H](C)[C@H](C)[C@@H]1C1=CC[C@@H]3[C@@]4(C)C=C(O)C(O)=C(C)C4=C(O)C[C@@]3(C)[C@]1(C)CC2	63	72	76	59	22	97	81	78
O=C(O)c1ccc(-n2cc(CNc3ccc(Br)cc3)c(-c3ccc(C(F)(F)F)cc3)n2)cc1	100	nt	64	76	71	98	82	85
Cc1nc(-c2ccc(N)cc2)ccc1C(=O)N=Nc1c(O)[nH]c2ccc(Br)cc12	123	99	107	100	97	96	100	97
c1ccc2c(c1)OC1OC2Oc2ccccc21	105	90	115	102	92	106	99	98
N#Cc1c(N)nc(Nc2nc3ccccc3[nH]2)nc1-c1ccc(Cl)cc1Cl	106	105	107	105	93	101	105	103
COc1cc(OC)cc(N2CCN(C(=O)Nc3nc4cc(F)ccc4nc3OC)CC2)c1	21	28	15	18	22	-12*	29	29
CCC(c1ccc(O)cc1)C(CC)c1ccc(-c2ccccc2)cc1 (stereo not drawn)	100	110	103	109	83	98	101	122
O=[N+]([O-])c1cccc(-c2cc(-c3cc(Br)ccc3O)[nH]n2)c1	44	39	40	18	13	34	24	25
C=CC(=O)N1c2ccccc2N(C(=O)C=C)C(C)C1C (stereo not drawn)	95	74	109	89	83	90	96	99
CCOC(=O)C(=O)/C(=C/n1c(=S)[nH]c2ccc([N+](=O)[O-])cc21)C(=O)OCC	98	96	108	93	94	112	102	106
CSC(=O)/C(CCC=C(C)C)=C1\[C@@H](OC(C)=O)C[C@@]2(C)[C@H]1CC(=O)[C@H]1[C@@]3(C)CCC(=O)[C@@H](C)[C@@H]3CC[C@@]12C	97	93	101	98	92	106	96	95
Cc1ccc2c(c1)C(=O)C(=O)N2CCCCn1cc(-c2ccccc2)nn1	103	85	103	100	81	97	99	87
NS(=O)(=O)c1ccc(-c2nonc2-c2ccccc2)cc1	102	76	103	96	81	103	93	nt
Cc1ccc(S(=O)(=O)n2ccc3c2CC[C@H]2C(=O)N(N(C)C)C(=O)[C@@H]32)cc1	99	91	95	92	61	100	96	97
O=C(Cn1cc(CSc2nnc3oc4ccccc4n23)nn1)Nc1ccc(F)c(Cl)c1	88	48	83	82	56	69	75	78
COc1cc2ncnc(Nc3ccc(O[C@H]4CO[C@H]5[C@@H]4OC[C@@H]5O)c(Cl)c3)c2cc1OC	68	83	91	94	90	83	82	88
COc1cc(OC)cc(/C(C#N)=C/c2nc3c(N4CCOCC4)nc(Cl)nc3n2C)c1	103	70	97	101	100	89	98	99
O=C(CCCCCCN1CC(=O)N2[C@@H](c3cccc(F)c3)c3[nH]c4ccccc4c3C[C@H]2C1=O)NO	100	nt	92	98	79	85	104	90

Part of the list above in order of length of the SMILES, lowest first:
SMILES	HCC-2998	SNB-75	SF-295	U251	PC-3	SF-539	SF-268	SNB-19
c1ccc2c(c1)OC1OC2Oc2ccccc21	105	90	115	102	92	106	99	98
COc1ccc(CN2CCC(N3CCCC3=O)c3cc(OC)ccc32)cc1 (stereo not drawn)	100	102	99	98	95	114	119	97
N#Cc1c(N)nc(Nc2nc3ccccc3[nH]2)nc1-c1ccc(Cl)cc1Cl	106	105	107	105	93	101	105	103
COc1cc(OC)cc(N2CCN(C(=O)Nc3nc4cc(F)ccc4nc3OC)CC2)c1	21	28	15	18	22	-12*	29	29
O=C(O)c1ccc(-n2cc(CNc3ccc(Br)cc3)c(-c3ccc(C(F)(F)F)cc3)n2)cc1	100	nt	64	76	71	98	82	85
O=C(CCCCCCN1CC(=O)N2[C@@H](c3cccc(F)c3)c3[nH]c4ccccc4c3C[C@H]2C1=O)NO	100	nt	92	98	79	85	104	90
COC(=O)[C@]12CC[C@@H](C)[C@H](C)[C@@H]1C1=CC[C@@H]3[C@@]4(C)C=C(O)C(O)=C(C)C4=C(O)C[C@@]3(C)[C@]1(C)CC2	63	72	76	59	22	97	81	78

The results go on:
SMILES	HCC-2998	SNB-75	SF-295	U251	PC-3	SF-539	SF-268	SNB-19
Oc1ccc(NCc2ccc(Oc3ncnc4ccccc34)cc2)cc1	101	83	89	90	88	85	75	94
Nc1nc(Cl)c(Cl)nc1C(=O)O	114	94	99	94	86	98	114	98
COc1cc(C2CC(c3ccc4c(c3)OCO4)=NN2C=O)cc(OC)c1OC (stereo not drawn)	64	-14*	-1.8*	32	48	nt	45	43
C[C@@H]1N=C(c2ccccc2)Nc2nc3ccccn3c2C1=O	91	83	89	102	83	108	103	106
Cc1cc(N2CCC(C)CC2)nc(-n2nc(C)cc2C)n1	nt	111	95	93	89	98	117	103
O=C(Nc1ncc(Cc2ccc(Br)cc2)s1)C(=S)N1CCOCC1	105	97	100	101	87	97	99	98
OC(COc1ccccc1)CN1CCCC1 (stereo not drawn)	121	90	95	nt	108	103	94	114
CCOC(=O)c1sc(NC(=O)c2ccc(C)cc2)nc1C	nt	100	93	90	86	99	99	101
O=c1c2c(nc3ccccn13)c1cccnc1n2Cc1ccccc1	110	nt	108	98	99	99	105	100
Nc1cc(Nc2ccc(Br)cc2)nc(N)n1	nt	83	95	109	77	92	98	114
O=C(CSc1nc2ccccc2[nH]1)c1cc2ccccc2o1	108	90	100	101	98	103	100	100
COc1cc(C2SCC(=O)N2NC(=O)c2ccc(NC(=O)c3ccccn3)cc2)cc(OC)c1OC (stereo not drawn)	101	102	105	110	96	103	95	103
Nc1ccc(S(=O)(=O)O)c2ccc(S(=O)(=O)O)cc12	100	98	92	99	88	91	104	93
OCCCN1CCN(CCCO)CC1	104	81	121	97	103	101	106	102
CN1CCN(c2ccc3nc(-c4c(N)c5c(F)cccc5[nH]c4=O)[nH]c3c2)CC1	45&38	28&35	72&57	34&35	38&27	6.3*!	49&45	61&54
CC(=O)c1ccc([N+](=O)[O-])cc1	107	96	95	98	102	109	102	105
Cc1nn(-c2ccc(F)cc2)c2ncnc(Nc3ccc(F)cc3)c12	99	105	104	97	93	102	99	93
N#C/C(=C/n1nc2cc(Cl)c(Cl)cc2n1)c1ccc([N+](=O)[O-])cc1	104	76	83	74	66	76	92	84
Nc1cc(=O)[nH]c2ncnn12	115	74	98	106	98	103	112	100
Cc1nc(N)sc1C(=O)NCCO	168	105	108	106	nt	105	99	101
Fc1ccc2nc(-c3c(-c4cccc5ccccc45)nc4sccn34)[nH]c2c1	101	81	93	93	83	95	94	98
Cc1ccc(-n2cc(-c3ccccc3)c(C3=NCCN3)c2N)cc1	113	66	103	91	78	97	84	99
Cc1ccc(/C=N/NC(N)=S)s1	113	91	105	102	92	98	99	103
CNS(=O)(=O)c1n[nH]nc1-c1cc(C(C)(C)C)c(O)c(C(C)(C)C)c1	105	81	92	95	97	99	99	107
CC1=CC(C)(C)NC(=S)N1c1ccccc1C	110	107	111	95	99	100	103	108
CC(=O)c1ccccc1Oc1nccc(-c2ccc(Cl)cc2)n1	114	87	86	87	93	84	103	94
CCN(CC)CCCC(C)Nc1ccnc2c(Cl)cc(Cl)cc12 (stereo not drawn)	101	85	96	82	91	98	85	113
CCOC(=O)c1sc(/N=C2\C(=O)Nc3c(Cl)cccc32)nc1C	96	66	91	101	89	95	90	100
COc1ccc(/C=C2\N=C3N(NC4(CCCc5ccccc54)N3c3ccccc3)C2=O)cc1 (stereo not drawn)	102	91	nt	99	82	97	92	98
CCCCCCOC(=O)c1cc(-c2cc([N+](=O)[O-])ccc2F)nc2ccccc12	101	66	97	100	87	99	90	89
Cc1ccc(S(=O)(=O)n2cc(C(=O)C(=O)Nc3ccncc3)c3ccccc32)cc1	53	nt	16	34	55	15	45	46

Bioassay records (PubChem)
